# From PubChem
# BRCA1 expr up – activators of BRCA1 expression; MCF7-BRCA1-FFLuc reporter, luminescence, 48 h; response scale: scaled: vehicle 0%, 10 µM genistein 100%; Potency, µM (series often up to 46.1 µM), inactives show at the highest dose activation, hits mostly activators; AID 624202; actives 1.1% (n = 380,000); active = well fitted activation curve with a large enough effect; also: nearly all actives have a fitted effect of over 80% in size; some results filed as inactive show a strong effect at the top dose
#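 Luminescence from a BRCA1-driven firefly luciferase in MCF7 cells was the read-out, taken 15 min after substrate addition following 48 h compound exposure at 37 °C. Data were normalized to a 10 microM genistein control and DMSO vehicle.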
# * marks the source's active call; other numbers are inactive results. Potency is read from the fitted curve at half-maximal effect.
SMILES,BRCA1 expr up
Cc1ncccc1C(=O)N1CCCC(c2cc(C(=O)Nc3ccc(C(C)(C)C)cc3)no2)C1 (centres undefined),0%
COc1cc(CNC[C@H]2O[C@@H](n3ccc(N)nc3=O)[C@H](O)[C@@H]2O)ccc1OCc1ccc(C)cc1,2%
O=c1cc(CN2CCN(c3ccccc3F)CC2)c2c(ccc3ccccc32)o1,-10%
COc1ccc(CN2C(=O)c3ccccc3C2c2nnnn2-c2c(C)cccc2C)cc1OC (centres undefined),-9%
COc1ccc(CCCNC(=O)C2(C)Cc3c(-c4ccc5c(c4)OCO5)ccnc3O2)cc1 (centres undefined),-42%
CCC1NC(=O)c2cccnc2-n2c1nc1ccc(F)cc1c2=O (centres undefined),9%
COCCCN1C(=O)C(CC(=O)NCCN2CCOCC2)CC(C(=O)N(C)C)=C1C (centres undefined),1%
COc1ccc(Cl)c(-c2cc(C(=O)Nc3ccc(C)c(NS(C)(=O)=O)c3)[nH]n2)c1,-26%
C=CCC[C@H](CCCCC)OC(=O)/C=C/[C@H](O)[C@@H](O)C[C@H](O)CC=C,-9%
COc1ncccc1C(=O)N1CCCC(C(=O)Nc2cccc(-c3ccc(F)cc3)c2)C1 (centres undefined),-27%
Cc1c(Br)cccc1NC(=O)C1(C)CCN1CCc1ccccc1 (centres undefined),0%
CN(C)c1ccc(-c2csc(C(O)c3ccc(F)c(F)c3)n2)cc1 (centres undefined),13%
CC1(C)ON=C(c2ccc(C(F)(F)F)cc2)NC1=O,21%
COc1cccc(-c2cc3nc(NCc4ccc(C)cc4C)n(C)c(=O)c3s2)c1,0%
Cc1nc(C(F)(F)F)ccc1C(=O)N1CCC1(C)C(=O)NS(=O)(=O)c1ccc(F)cc1F (centres undefined),22%
CC(=O)NC(c1ccc(F)c(F)c1)c1nc(-c2cccc(F)c2)cs1 (centres undefined),-8%
CCCNC(=O)C1(C)CCCN(C(=O)CN2C(=O)c3ccccc3C2=O)C1 (centres undefined),14%
COc1ccc(CNC(=O)c2sc(=O)n(Cc3ccc(C)cc3)c2C)cc1OC,-20%
Clc1cc(Cl)cc(Nc2ccccc2CN(C/C=C/c2ccc3c(c2)OCO3)Cc2ccccc2)c1,9%
COC1OC2COC(c3ccccc3)OC2C(NC(C)=O)C1OC(C)=O (centres undefined),6%
O=C(Nc1ccccn1)C(c1ccccc1)c1ccccc1,-7%
Cc1cc(C)nc(NS(=O)(=O)c2ccc(NS(=O)(=O)c3ccc(F)c(F)c3)cc2)n1,6%
Cc1cc(Br)cn2c(Cc3cccc(F)c3)c(C3CCCCC3)nc12,-8%
COc1ccc(OC)c(NC(=O)c2cc(-c3ccc(F)cc3OC(C)C)n[nH]2)c1,-43%
CCCCN1CC(N2CCN(C(=O)c3ccco3)CC2)CS1(=O)=O (centres undefined),2%
# Continued.
SMILES,BRCA1 expr up
CCOc1ccc(S(=O)(=O)NCCC(=O)NNC(=O)c2ccc(F)cc2)cc1,-7%
CC1(Cc2ccc3c(c2)OCO3)C(=O)Nc2c(Cl)ccc(Cl)c21 (centres undefined),0%
CCOC(=O)C1(C)CCN1C(=O)c1cc(-c2ccc(Cl)cc2)oc1C (centres undefined),20%
COC(=O)c1ccc2nc(-c3ccc(C#N)cc3)c(Cc3cccc(Cl)c3)n2c1,-13%
CC(=O)Nc1cccc(-c2cc(NC=O)c3ncc(-c4cccc(C(C)=O)c4)n3c2)c1,-68%
CC1(C(=O)NCc2cccnc2)Cc2c(-c3cccc(C(F)(F)F)c3)ccnc2O1 (centres undefined),-20%
COc1ccc(Cl)cc1CNC[C@H]1O[C@@H](n2ccc(N)nc2=O)[C@H](O)[C@@H]1O,-5%
COc1ccc(C(O)c2nc(-c3cccs3)cs2)cc1 (centres undefined),3%
COc1cc(NC(C)=O)c2ncccc2c1Br,0%
OCC[C@@H]1C[C@H](O)[C@@H](O)[C@]2(OCc3cc(C(F)(F)F)ccc32)O1,4%
OCCN1CCN(c2cnc(-c3ccsc3)cn2)CC1,129%
CC1C(=O)N(Cc2cn(CCC3OCCO3)nn2)CCS(=O)(=O)N1Cc1ccc(-c2ccc(F)cc2)cc1 (centres undefined),-8%
Cc1noc(C)c1-c1ccc(C(=O)NCc2cccnc2)c2occc12,-50%
Cc1ccccc1CC1(C)C(=O)Nc2ccc(S(=O)(=O)NC3CCCCC3)cc21 (centres undefined),-5%
Cc1ccsc1C(=O)OCC(=O)NCc1cccs1,26%
CN(C)C(CNC(=O)C1CC(=O)N(c2cccc(C(F)(F)F)c2)C1)c1ccccc1 (centres undefined),16%
C(=C\c1ccnc2ccccc12)/c1ccc2c(c1)OCO2,24%
O=C(NCc1ccccc1)c1cc(C2CCCN(C(=O)C3CC3)C2)on1 (centres undefined),13%
O=C1NC[C@@H](CCCCN2CCN(CC3CCCCC3)C(=O)C2=O)N(CCC2CCCCC2)C1=O,13%
CCc1nc2c(OCc3cccc(Cl)c3)cccn2c1N(C)C(=O)c1ccco1,-15%
c1ccc2c(c1)Sc1cnccc1N2CC1CO1 (centres undefined),0%
CC(C)C[C@@H](COCc1ccc(Cl)cc1)N1CCN(C(=O)c2ccc(Cl)cc2Cl)CCC1=O,-52%
Cc1ccccc1-c1cnc(C(O)c2ccc(-c3ccccc3)cc2)[nH]1 (centres undefined),-14%
SCc1nc2ccccc2[nH]1,-6%
C[C@H]1CN([C@@H](C)CO)C(=O)CCCn2nncc2CO[C@H]1CN(C)S(=O)(=O)c1ccc(-n2cccn2)cc1,9%
# The list continues:
SMILES,BRCA1 expr up
CC(C)(C)c1ccc(C(=O)N2CCC2(C)C(=O)NCc2cccs2)cc1 (centres undefined),-10%
CCOc1ccccc1NC(=O)c1nc(S(=O)(=O)Cc2ccccc2F)ncc1Cl,0%
COc1ccc2c(CC(=O)Nc3ccc4nc(N5CCOCC5)sc4c3)coc2c1,62%
CCN(C)C1CN(Cc2cn(CCCC(=O)OC)nn2)S(=O)(=O)C1 (centres undefined),-2%
CC(C)C[C@H]1CN([C@@H](Cc2ccccc2)CN2CCC[C@@H]2CN2C(=O)C(=O)NC[C@@H]2Cc2ccc(O)cc2)C(=O)C(=O)N1CCc1ccccc1,7%
CN(C)c1ccc(/C=C2\C=Cc3cc([N+](=O)[O-])ccc32)cc1,-49%
CCCCNC(=O)C1(C)CCCCN1C(=O)c1c(Cl)cccc1Cl (centres undefined),15%
COc1ccc(NC(=O)CN2C(=O)NC(C)(c3ccccc3)C2=O)cn1 (centres undefined),5%
Cc1cccc(C)c1-n1nnnc1C(c1ccnc2ccccc12)N1CCN(CC(=O)NC(C)C)CC1 (centres undefined),-4%
Cc1ccc2oc(-c3cccc(NC(=O)COc4ccc(Cl)cc4C)c3C)nc2c1,2%
C[C@H]1CN([C@@H](C)CO)C(=O)CCCn2nncc2CO[C@@H]1CN(C)Cc1ccc2c(c1)OCO2,21%
CCCCNC(=O)c1ccc2nc(CC)c(N(C)Cc3cccs3)n2c1,1%
COc1cccc(NC(=O)C2(C)CCN2C(=O)C2CCCCC2)c1 (centres undefined),1%
Cc1ccc(S(=O)(=O)N2C[C@H]3C(=O)C[C@@H](c4ccccc4F)N(S(=O)(=O)c4ccc(C)cc4)[C@H]3C[C@H]2c2cccc3ccccc23)cc1,-9%
O=C1Nc2ccccc2N=C(c2ccc3c(c2)OCO3)C1N(CCc1ccccc1)C(=O)CSc1ncccn1 (centres undefined),-24%
CCc1nc2c(OCCn3cccc3)cccn2c1N(C)C(=O)c1ccc(OC)cc1,7%
COc1cccc(C(O)c2ncc(-c3ccc(Cl)cc3)[nH]2)c1 (centres undefined),11%
O=S1(=O)C[C@@H](N2CCC[C@@H]2CO)[C@H](COCc2ccccc2)N1,1%
COc1cc(/C=C/c2ccnc3ccccc23)cc(OC)c1OC,-50%
CCN(CC)C(=O)C1=C(C)N(CCCOC)C(=O)C(CC(=O)NCc2ccco2)C1 (centres undefined),1%
Cc1ccnc2cc(Cl)c(Cl)cc12,-14%
Cc1nc2ccc(C(=O)N(C)Cc3ccco3)cn2c1N(C)CC1CCCCC1,0%
Cc1noc(C)c1C(=O)N1CCC1(C)C(=O)NS(=O)(=O)c1cccs1 (centres undefined),17%
CC1(C(=O)Nc2ccc(Cl)c(Cl)c2)CCN1C(=O)Cc1cccc2ccccc12 (centres undefined),3%
CC(=O)C1=CCC(c2ccc(Cl)cc2)N(S(=O)(=O)c2ccccc2C)C1 (centres undefined),-11%

# An excerpt of these results, as labelled records.
smiles: COc1ccc2c(CC(=O)Nc3ccc4nc(N5CCOCC5)sc4c3)coc2c1
  BRCA1 expr up = 62%

smiles: CCN(C)C1CN(Cc2cn(CCCC(=O)OC)nn2)S(=O)(=O)C1 (centres undefined)
  BRCA1 expr up = -2%

# (list continues)
SMILES,BRCA1 expr up
CCCS(=O)(=O)NC(=O)C1(C)CCCN(C(=O)c2cc(OC)c(OC)c(OC)c2)C1 (centres undefined),6%
CC(=O)NC(c1cccc(F)c1)c1nc(-c2ccccc2)cs1 (centres undefined),4%
Fc1ccc(-c2nc3c(Cl)cc(C(F)(F)F)cn3c2Cc2cccc(Cl)c2)cc1,5%
COc1ccc(CCC2=NCCN2C(CC(C)C)c2nc3ccccc3[nH]2)cc1 (centres undefined),0%
Nc1nc(N)c2c(Oc3ccc(F)cc3)cccc2n1,-7%
O=C(NCCc1cccs1)c1ccc(CS(=O)Cc2cccc(Cl)c2)o1 (centres undefined),0%
C[C@@H]1CN([C@H](C)CO)C(=O)CCCn2cc(nn2)CO[C@H]1CN(C)S(C)(=O)=O,0%
O=C(NNC(=O)c1cc(S(=O)(=O)N2CCOCC2)ccc1Cl)c1ccc(F)cc1,-2%
COc1ccc(NC(=O)C2CC2(Cl)Cl)cc1S(=O)(=O)N1CCCCC1 (centres undefined),-24%
CC(=O)c1ccc(OC2(C)CCN(Cc3ccccc3OC(F)F)C2)cc1 (centres undefined),16%
CC(C)CCC(=O)Nc1cc(S(=O)(=O)N2CCOCC2)ccc1N1CCCC1,-4%
COc1ccc(Cc2c(C3CCCCC3)nc3ccc(Cl)cn23)c(C)c1,-1%
COCCNC(=O)C[C@H]1C[C@H]2c3cc(NS(=O)(=O)c4ccc(F)cc4)ccc3O[C@H]2[C@H](CO)O1,-16%
COC(=O)[C@H]1C[C@H](OC(=O)NC2CC2)[C@@]2(O)CN(S(=O)(=O)c3ccc(C)cc3)CC2[C@H]1C(=O)OC (some centres undefined),6%
COc1ccc(N2c3ccccc3CN(Cc3ccccc3)CC2Cc2cc(OC)c(OC)c(OC)c2)cc1 (centres undefined),-6%
Cc1ccc(C(=O)N2c3ccccc3Sc3ccccc32)cc1,0%
CC(C)(C)S(=O)N1Cc2cc(C(=O)NCc3ccc4c(c3)OCO4)nc(-c3cccc(-c4cc5ccccc5o4)c3)c2[C@@H]1CCO (some centres undefined),-14%
COc1ccc(NC(=O)Nc2nnc([C@H]3C[C@H](O)[C@@H](CO)O3)s2)cc1,6%
CCOC(=O)C1(C)CCN1C(=O)c1cccc(C#N)c1 (centres undefined),5%
Cc1ccc2c(CN3CCN(c4ccc(Cl)c(Cl)c4)CC3)cc(=O)oc2c1,14%
COc1ccc(S(=O)(=O)Nc2ccc3c(c2)C(=O)N([C@@H](C)CO)C[C@@H](C)[C@H](CN(C)S(=O)(=O)c2ccc(F)cc2)OCCCC[C@H](C)O3)cc1,-31%
CCCCCC(=O)N1C[C@H](O)[C@@H](n2cc(C3CC3)nn2)C[C@@H]1c1ccc(Cl)cc1,-14%
O=C(OCc1cn([C@H]2C[C@H](c3ccccc3)N(CC3CCCCC3)C[C@@H]2O)nn1)c1ccccc1,0%
COCCNc1nc2cc(-c3cccc(C(F)(F)F)c3)sc2c(=O)n1C,-10%
O=C(NCCN1CCC(n2c(=O)[nH]c3ccccc32)CC1)c1cccs1,8%
# Additional structures
SMILES,BRCA1 expr up
CCCNC(=O)C1(C)CCN(C(=O)c2cc(C)n(C(C)(C)C)n2)C1 (centres undefined),6%
CCCCC1Cc2[nH]c(=S)[nH]c(=O)c2C(c2ccc(F)cc2)O1 (centres undefined),37%
CCCC(=O)N1CCCC1(C)C(=O)N(C)Cc1cccc2ccccc12 (centres undefined),-38%
Cn1c2c(c(=O)n(C)c1=O)CN(Cc1ccccc1)CN2,-1%
O=C(Nc1ccc2nc([C@@H]3O[C@H](CO)[C@@H](O)[C@H](O)[C@H]3O)[nH]c2c1)NC(c1ccccc1)c1ccccc1,4%
CC(=O)NC(C)(c1ccccc1)c1nc(-c2ccc(N(C)C)cc2)cs1 (centres undefined),-16%
CCCNC(=O)C1(C)CCN(Cc2noc(-c3ccccc3OC)n2)C1 (centres undefined),-13%
O=C(Nc1ccccc1)c1cc(C2CCCCN2C(=O)c2cccs2)on1 (centres undefined),9%
COc1ccc(Cc2n[nH]c(=S)n2-c2cc(C)ccc2C)cc1OC,-7%
CCOc1ccc(NC(=O)CN(C)C2=NS(=O)(=O)c3ccccc32)cc1,-1%

# Gathered by group, those above with a tert-butyl group
SMILES,BRCA1 expr up
Cc1ncccc1C(=O)N1CCCC(c2cc(C(=O)Nc3ccc(C(C)(C)C)cc3)no2)C1 (centres undefined),0%
CC(C)(C)c1ccc(C(=O)N2CCC2(C)C(=O)NCc2cccs2)cc1 (centres undefined),-10%
CC(C)(C)S(=O)N1Cc2cc(C(=O)NCc3ccc4c(c3)OCO4)nc(-c3cccc(-c4cc5ccccc5o4)c3)c2[C@@H]1CCO (some centres undefined),-14%
CCCNC(=O)C1(C)CCN(C(=O)c2cc(C)n(C(C)(C)C)n2)C1 (centres undefined),6%

# Ordered by SMILES length (highest first): 5 of the compounds above
SMILES,BRCA1 expr up
CC(=O)NC(C)(c1ccccc1)c1nc(-c2ccc(N(C)C)cc2)cs1 (centres undefined),-16%
CCCCC1Cc2[nH]c(=S)[nH]c(=O)c2C(c2ccc(F)cc2)O1 (centres undefined),37%
O=C(Nc1ccccc1)c1cc(C2CCCCN2C(=O)c2cccs2)on1 (centres undefined),9%
CCCC(=O)N1CCCC1(C)C(=O)N(C)Cc1cccc2ccccc12 (centres undefined),-38%
Cn1c2c(c(=O)n(C)c1=O)CN(Cc1ccccc1)CN2,-1%

# The list is partial; the hit share may differ from the screen's.
